GAA850 FXN act: FXN promoter activators, primary screen, cell-based, luciferase luminescence, HEK293 lucGAA850; HEK293 lucGAA850 FXN promoter luciferase reporter, 24 h; percent of 10 µM SAHA response; 360,000 tested, 0.56% active; AID 540364, 2011; activation, % at 6 µM;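 active = activation above the average of all compounds screened plus 3 SD, cutoff fixed separately per campaign, cut at about 7.5% in these data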;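 also: 0% = DMSO wells and 100% = 10 µM SAHA wells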
HGIII-sPLA2 inh: human group III sPLA2 inhibitors, primary screen, biochemical, QFRET, BODIPY PC-A2 liposome substrate | Group 3 secretory phospholipase A2 (Homo sapiens), Q9NZ20 | QFRET BODIPY PC-A2 liposome hydrolysis, fluorescence | 370,000 tested, 0.56% active | inhibition, % at 12.2 µM;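 active = inhibition above mean plus 3 SD of compounds lying within the high and low control bounds, cut at about 19% in these data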;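 also: 0% = median of test compound wells and 100% = no enzyme DMSO wells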
hgDAF12 agonist: H. glycines DAF-12 receptor agonists, primary screen, cell-based, luminescence, HEK293, GAL4 fusion, UAS-luciferase; activation, % at 6.8 µM; 370,000 tested, 1.8% active; AID 687014, 2013; Nuclear hormone receptor DAF-12 (Heterodera glycines), GAL4 fusion; HEK293 GAL4-hgDAF12 UAS-luciferase reporter, agonist luminescence; normalized to butyrate control;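 active = activation above a cutoff set at the mean of all screened compounds plus 3 SD, cut at about 10% in these data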;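 also: 0% = DMSO wells and 100% = sodium butyrate wells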
DAX1 inh-1: DAX1 (NR0B1) inhibitors on StAR promoter, primary screen, cell-based, luminescence, SF-1 (NR5A1), full-length DAX-1 | HEK293T StAR-luciferase reporter, SF-1/DAX-1 repression relief | inhibition, % at 6.8 µM | 370,000 tested, 1.1% active | AID 652010, 2013;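 active = inhibition above the mean over all tested compounds plus 3 SD, cut at about 3.6% in these data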;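 also: 0% = DAX-1 cells with DMSO and 100% = cells lacking DAX-1 with DMSO; higher inhibition means more luminescence from relief of DAX-1 repression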
hcDAF-12 act: H. contortus DAF-12 nuclear receptor activators, primary screen, cell-based, luminescence, HEK293, lit1-tk-luc reporter; HEK293 hcDAF-12 lit1-tk-luc reporter; 0% DMSO, 100% Δ7-dafachronic acid; 370,000 tested, 1.4% active; AID 652067, 2013; activation, % at 6.8 µM;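 active = activation above the mean of all tested compounds plus 3 SD, cut at about 5.5% in these data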;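 also: 100% = response to 3 µM Δ7-dafachronic acid high control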
DAX1 inh-2: DAX1 (NR0B1) inhibitors, primary screen, cell-based, HEK293, Gal4-DAX1, luciferase luminescence; 340,000 tested, 0.99% active; Nuclear receptor subfamily 0 group B member 1 (Homo sapiens), P51843; inhibition, % at 6.75 µM; AID 504766, 2011; HEK293 Gal4-DAX1 luciferase reporter;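 active = inhibition above the mean over all tested compounds plus 3 SD, cut at about 4.2% in these data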;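 also: 0% = DAX1-transfected cells with DMSO and 100% = empty-vector control cells with DMSO; inhibition shows as a rise in luminescence from relieved DAX1 repression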
PLC-beta3 inh: human PLC-beta3 inhibitors, primary screen, biochemical, fluorescence; Purified PLC-beta3, fluorogenic substrate; inhibition, % at 12.2 µM; AID 720704, 2013; 370,000 tested, 0.18% active; 1-phosphatidylinositol 4,5-bisphosphate phosphodiesterase beta-3 (Homo sapiens), Q01970; in the data active = inhibition above about 11%;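 also: 0% = median of compound wells on plate and 100% = full blocker control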
Target sequence (Q01970 whole entry, looked up): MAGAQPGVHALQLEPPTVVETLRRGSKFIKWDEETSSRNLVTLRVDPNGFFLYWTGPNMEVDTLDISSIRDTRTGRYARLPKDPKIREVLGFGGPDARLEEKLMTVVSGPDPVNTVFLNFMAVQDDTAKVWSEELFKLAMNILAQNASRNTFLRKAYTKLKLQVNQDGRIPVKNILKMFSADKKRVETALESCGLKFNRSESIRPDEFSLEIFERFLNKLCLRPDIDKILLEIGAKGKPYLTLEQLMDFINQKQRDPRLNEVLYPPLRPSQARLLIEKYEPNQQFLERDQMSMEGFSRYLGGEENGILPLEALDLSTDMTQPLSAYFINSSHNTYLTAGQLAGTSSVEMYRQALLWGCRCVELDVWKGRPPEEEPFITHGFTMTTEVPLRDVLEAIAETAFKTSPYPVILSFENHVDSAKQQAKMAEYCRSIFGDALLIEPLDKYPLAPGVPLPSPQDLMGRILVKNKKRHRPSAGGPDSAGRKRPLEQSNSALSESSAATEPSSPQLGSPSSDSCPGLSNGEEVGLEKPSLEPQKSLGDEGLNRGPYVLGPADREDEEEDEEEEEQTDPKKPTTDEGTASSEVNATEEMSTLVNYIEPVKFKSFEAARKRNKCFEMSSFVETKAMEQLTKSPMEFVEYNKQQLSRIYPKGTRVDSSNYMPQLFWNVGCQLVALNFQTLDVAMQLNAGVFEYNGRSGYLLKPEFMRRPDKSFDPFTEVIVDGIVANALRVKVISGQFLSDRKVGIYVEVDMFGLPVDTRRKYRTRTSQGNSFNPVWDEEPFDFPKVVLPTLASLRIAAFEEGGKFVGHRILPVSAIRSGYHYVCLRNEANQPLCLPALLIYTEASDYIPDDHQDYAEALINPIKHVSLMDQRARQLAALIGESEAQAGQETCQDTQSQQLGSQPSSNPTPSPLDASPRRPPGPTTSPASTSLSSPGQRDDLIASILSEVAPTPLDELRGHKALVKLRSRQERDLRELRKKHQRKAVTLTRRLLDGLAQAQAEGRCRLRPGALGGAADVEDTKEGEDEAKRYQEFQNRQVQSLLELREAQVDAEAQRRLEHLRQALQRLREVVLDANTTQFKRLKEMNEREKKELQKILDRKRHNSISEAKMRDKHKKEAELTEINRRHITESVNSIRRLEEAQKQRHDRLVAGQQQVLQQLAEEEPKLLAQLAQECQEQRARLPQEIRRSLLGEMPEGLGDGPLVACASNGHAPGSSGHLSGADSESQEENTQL
SMARCA2 activ: SMARCA2 (BRM) function activators, primary screen, cell-based, luminescence, high throughput; MG213 cells, MMTV-luciferase reporter, dexamethasone, overnight; activation, % at 9.1 µM; 370,000 tested, 1% active; AID 652017, 2013; in the data active = activation above about 7.8%;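 also: 0% = vehicle wells and 100% = reference activator wells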
NR1D1 modulator: modulators of Rev-erb alpha DNA binding, primary screen, biochemical, FITC-DNA, fluorescence polarization, uHTS; 370,000 tested, 0.79% active; Nuclear receptor subfamily 1 group D member 1 (Homo sapiens), P20393; activity, % at 10 µM; Rev-erbα–FITC-DNA binding, 90 min; AID 1259318, 2017;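 active = activity above about 14%, limit read from the data; passing the limit was not always enough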;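 also: 0% = DMSO wells with 35 nM protein and 100% = DMSO wells with 750 nM protein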
PG9 binder: binders of HIV-1 gp120 antibody PG9, primary screen, biochemical, TR-FRET. HIV-1 gp120 / PG9 antibody interaction. TR-FRET gp120-PG9 antibody binding. inhibition, % at 6.7 µM. 360,000 tested, 0.43% active; in the data active = inhibition above about 8.5%
ssDAF12 agonist: S. stercoralis DAF-12 nuclear receptor activators, primary screen, cell-based, luminescence, HEK293, GRIP1 co-expression, lit1-tk-luc; activation, % at 6.8 µM; 370,000 tested, 1% active; HEK293 ssDAF-12/GRIP1 lit1-tk-luc reporter; % of 3 µM dafachronic acid response; AID 652126, 2013; Nuclear hormone receptor DAF-12 (Strongyloides stercoralis);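 active = activation above the mean over all tested compounds plus 3 SD, cut at about 0.9% in these data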;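 also: 0% = DMSO-only wells and 100% = 3 µM delta7-dafachronic acid wells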
* hit, by the source's call; i = inactive; / = not tested or not shown.

The line under a structure holds: GAA850 FXN act, HGIII-sPLA2 inh, hgDAF12 agonist, DAX1 inh-1, hcDAF-12 act, DAX1 inh-2, PLC-beta3 inh, SMARCA2 activ, NR1D1 modulator, PG9 binder, ssDAF12 agonist
Cc1c(C(=O)O)cccc1N1C(=O)Nc2ccccc2N1O
  2.7, -1, 1.6, 0.1, 0.4, -0.1, 2, -2, 1, 0.6, -1.1
COc1cc(OC)cc(C(=O)N2CCN(Cc3cccc(F)c3)CC2)c1
  0.6, 1, -1.2, 0.3, -1.3, -0.8, 0, -1, 0, -0.8, -1.6
CN(C)S(=O)(=O)c1ccc(/C(O)=C2/C(=O)C(=O)N(CCN3CCCCC3)C2c2cccnc2)cc1 (configuration not stated)
  1.4, -3, 1.3, 0.3, -0.3, 2.1, 1, 2, -3, -0.4, -1.5
O=C(Nc1ccc2cn[nH]c2c1)c1c(Cl)cccc1Cl
  4.2, -1, -1.8, -0.9, 3.5, -0.2, 5, 0, 8, -2.4, -1.5
COc1cccc(NC(=O)CN(C)C(=O)c2sc3cc(Cl)ccc3c2Cl)c1
  1.3, -30, 0.3, 0.5, -1.6, -0.3, -13, 1, -3, 2.9, -0.6
CC(CCc1ccccn1)(CCc1ccccn1)C(=O)c1ccccc1
  -0.1, -4, -1.2, -0.8, 1.2, -1.4, 0, 1, -1, -0.5, -0.9
Cc1nc(NC(=O)c2cccc(Cl)c2)sc1C(=O)N1CCCCC1
  4.7, -1, 11*, 1.6, -0.1, -0.2, -10, 0, 6, -0.9, -1.1
Cc1cccc(CN2CCN(C3CN(Cc4cn(Cc5ccccc5F)nn4)S(=O)(=O)C3)CC2)c1 (configuration not stated)
  /, -2, 0.7, -2.0, -1.6, /, 4, -1, -9, -0.8, -1.2
CC(=O)Nc1cccc(NC(=O)C2CC(=O)N(c3ccc(C)cc3)C2)c1 (configuration not stated)
  1.9, -7, 0.2, -0.6, -0.1, 1.5, 3, 9.5*, 1, -1.4, -2.2
O=C(CCCSc1ccc(Cl)cc1)Nc1cc(S(=O)(=O)N2CCOCC2)ccc1O
  -1.2, -31, 1.2, 1.3, 0.0, 0.6, -11, -5, 0, 1.2, -1.6
CC(=O)/C(=N/Nc1cccc(C)c1)N1CCOCC1
  0.4, -3, 4.4, -0.5, -1.1, -0.4, 0, -2, 0, -0.4, -0.7
Cc1nn(CCOc2cccc(Cl)c2)c(C)c1[N+](=O)[O-]
  2.6, 2, 1.4, -0.2, -1.9, 0.3, -2, -2, 9, -2.1, -1.2
O=C(NCc1ccco1)c1ccc(S(=O)(=O)N2CCOCC2)cc1
  2.3, -2, -1.0, 0.1, -0.4, -1.2, 0, -1, -14, 0.1, -1.0
COC(=O)c1cnc(Nc2nc(C(N)c3ccccc3Cl)cs2)nc1C(F)(F)F (configuration not stated)
  3.0, 13, 1.1, -3.8, 2.5, /, 7, 0, -8, -2.2, -1.2
CC(=NNC(=O)c1cc(C)oc1C)c1ccc(Br)s1
  1.8, 2, -1.2, 0.1, -1.6, 0.9, -7, -1, -2, -0.4, -1.4
COc1ccc(NC(=O)C2CCCN(C(=O)NC3CCCCC3)C2)cc1OC (configuration not stated)
  1.8, 3, -2.9, -0.8, 0.0, 1.1, 2, 0, 7, -1.1, -1.2
CCN1C(=O)[C@H]2[C@H]3CN=C(SCc4ccc(C)cc4)N3[C@@](CC)(C(=O)OC)[C@H]2C1=O
  4.4, -1, -0.2, 1.2, -0.6, -1.1, -3, -2, 6, 1.1, -1.6
C#CCOc1ccc(/C=N/O)cc1Cl
  1.3, -1, 2.4, -0.1, -1.5, -0.4, -1, 0, 11, -0.7, -1.0
CN1CCCC(OC(=O)c2cc(Cl)ccc2Cl)C1 (configuration not stated)
  -2.0, 5, 0.8, 1.4, 0.6, 0.6, 1, 0, 0, -0.8, -0.5
COc1ccc(C(=O)NCC(=O)N/N=C/c2ccc([N+](=O)[O-])s2)cc1OC
  1.1, 5, -7.3, -2.0, -2.2, -2.1, -6, -1, 2, -4.4, -1.9
COCCOc1cc(NCc2ccccc2)c2ncn(C(C)C)c2c1
  0.8, 9, -3.7, -0.3, -1.9, 0.1, -19, -1, 1, -0.6, -1.4
CCCCn1nnnc1SCC(=O)NNC(=O)C1CCCCC1
  0.3, 2, 0.2, 0.4, 0.2, 1.1, 0, -1, 1, -0.6, -1.1
O=C1COc2ccc(C(=O)NC3CC3)cc2N1
  0.1, -4, 0.6, 0.3, 3.0, 0.8, -5, 1, 1, -0.6, -1.4
CCN(CC)S(=O)(=O)c1cccc(C(=O)N2CC(O)CC2C(=O)O)c1 (configuration not stated)
  0.0, 0, 1.1, 1.2, -0.7, -1.0, 5, 2, 5, 0.7, -1.4
COc1ccc(C(=O)/C=C(\C)Nc2ccc3c(c2)OCO3)cc1
  1.2, 0, 6.9, 0.3, 7.2*, -0.4, -36, -1, 4, -1.7, 0.1
COC(=O)c1ccc(NC(=O)Cn2cnc3c(nnn3-c3cccc(OC)c3)c2=O)cc1
  -2.7, -1, -1.1, -1.8, 2.9, 0.7, 1, 0, -1, -0.5, -0.4
Nc1ccn([C@@H]2O[C@H](CNC(=O)[C@@H](Cc3cn(COCc4ccccc4)cn3)NC=O)[C@@H](O)[C@H]2O)c(=O)n1
  -0.5, 2, -1.1, -1.1, 0.1, 2.3, 4, 3, -2, 2.2, -0.6
Cc1ccc(-c2c(C(=O)c3ccc(Br)cc3)[nH]c(N)c2C(=O)NCc2ccc(Cl)cc2)cc1
  /, 2, -0.7, -0.8, -0.5, /, -4, -1, 10, -0.6, -0.3
COc1ccc(NS(=O)(=O)c2cc(C(=O)N3CCCCCC3)ccc2C)cc1
  -0.5, -3, -0.5, -0.7, -0.4, 0.2, -2, -1, -1, -1.3, -0.7
COc1ccccc1-n1cc(-c2ccc(C)cc2)[nH]c1=S
  -3.1, 18, 3.5, -1.2, -0.7, -1.4, -4, -3, 1, -0.9, -0.3
Cc1cc(Nc2ccc(C(=O)O)cc2)nc(N)n1
  3.5, 7, -0.4, -0.6, -1.9, 3.5, -9, 0, 6, -1.1, -1.1
COc1cccc2cc(C(=O)NCc3ccco3)c(=O)oc12
  4.0, 2, 1.4, 0.3, 0.3, -1.7, -25, 5, -3, 4.2, -1.1
N#CCOC(=O)C1CSC2(c3ccc(Br)cc3)CCC(=O)N12 (configuration not stated)
  0.5, 4, 0.2, 0.6, 1.1, 2.8, 0, -4, 1, 2.2, -1.5
COc1ccc(CC(=O)O/N=C(\N)Cc2ccc(OC)cc2)cc1
  -2.3, -3, 1.9, 0.1, -1.3, -0.5, 1, 3, 3, 0.4, -1.1
O=C(c1ccc(Cl)cc1)N1CCC(C(=O)N2CCCc3ccccc32)CC1
  0.6, -7, -2.9, 0.4, -1.9, 0.3, -7, -1, 6, 0.5, -1.7
C=C(NC(C)=O)c1c(F)cccc1F
  -0.1, 0, 1.3, 0.1, 0.2, 0.8, 0, 1, -3, 1.4, -0.9
COc1ccc(C(=S)N2CCCC2)cc1C
  2.4, 2, -2.0, 0.3, -1.4, 0.7, 3, 4, 2, -1.2, -1.8
CCC(=O)Nc1ccc(C(=O)CN2C(=O)NC3(CCOc4ccccc43)C2=O)cc1 (configuration not stated)
  4.0, -14, 2.8, 0.6, 0.5, -0.1, -9, 4, 2, -2.2, -0.2
O=C(c1cnc(Cc2c[nH]c3ccccc23)c(I)c1)N1CCN(Cc2ccccc2)CC1
  -2.5, -75, -4.8, -3.2, -1.6, /, 4, -4, -8, 0.5, -1.2
Cc1ccc2cc(CCNS(=O)(=O)c3ccc(Br)cc3)c(=O)[nH]c2c1C
  -0.2, -30, -2.5, -0.4, -2.3, -1.3, -3, -3, -2, -0.3, -1.3
CN(C(=O)CN1C(=O)c2cccc(N)c2C1=O)C1CCCCC1
  1.9, -15, -1.6, 0.5, 3.3, 0.3, i, 0, 5, -0.2, -0.9
COc1ccccc1NC(=O)C(C)OC(=O)CCCOc1ccccc1 (configuration not stated)
  -1.6, -7, -1.3, -0.5, -0.5, -0.4, -2, 0, -3, -1.3, -1.5
CN(CC(=O)Nc1cccc(F)c1)CC(=O)Nc1ccccc1[N+](=O)[O-]
  -1.1, 7, -2.0, -1.6, -1.9, -1.9, -6, -6, -2, 0.3, -2.2
COc1ccc(/C=N/NC(=O)C(=O)N2CCCCCC2)cc1[N+](=O)[O-]
  1.9, -3, -0.4, 0.8, -2.3, 0.2, -2, -1, 3, -1.2, -1.2
Cn1c(SCC(=O)NNC(=O)c2ccccc2)nnc1C(F)(F)F
  -1.0, 5, -1.1, 0.7, 0.5, -0.3, -2, 4, 1, -1.0, -1.6
Cc1cc(-c2nc(C)c(C(=O)NN)s2)no1
  -3.0, 5, 3.1, -0.9, -1.0, 2.2, -20, -1, 2, 1.1, -2.0

Screening results as filed in PubChem BioAssay.
